Hsp70 act = Hsp70 transcriptional activation, primary screen; HeLa Hsp70 promoter luciferase reporter, luminescence; scaled: vehicle 0, proteasome-inhibitor control 100%; AID 1203; 0.04% of 200,000 active; activation, % at 10 µM;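 active = activation above the mean across all tested compounds plus 3 SD, cutoff set per campaign, cut at about 5.5% in these data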;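 note: 100% = MG132 at 30 µM as the positive control and 0% = DMSO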
PMI act = activators of human phosphomannose isomerase | 0.005% of 190,000 active | purified human PMI, coupled resazurin fluorescence, 20 min; active compounds read high; 1 = vehicle control, 0 substrate-free wells | AID 1214 | activation factor at 20 µM;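 active = activation factor of 2 or more at 20 µM, relative to plate controls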
Target sequence (P34949 whole entry, looked up): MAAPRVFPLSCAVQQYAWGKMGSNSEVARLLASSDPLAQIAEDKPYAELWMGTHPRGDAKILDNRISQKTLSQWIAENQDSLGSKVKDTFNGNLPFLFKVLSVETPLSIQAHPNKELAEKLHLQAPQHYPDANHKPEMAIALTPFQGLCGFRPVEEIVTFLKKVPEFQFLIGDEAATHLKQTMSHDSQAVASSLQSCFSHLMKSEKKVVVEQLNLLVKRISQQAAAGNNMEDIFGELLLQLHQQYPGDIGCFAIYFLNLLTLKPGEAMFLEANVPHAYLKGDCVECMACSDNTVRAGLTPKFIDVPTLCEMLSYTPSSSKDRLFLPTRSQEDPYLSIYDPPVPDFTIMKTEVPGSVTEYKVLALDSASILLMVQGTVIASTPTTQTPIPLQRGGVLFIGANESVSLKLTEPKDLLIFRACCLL
S1P3 antagonist = S1P3 (human) receptor antagonism. Q99500. inhibition, % at 4.98 µM. 0.27% of 170,000 active. AID 485. CHO S1P3 NFAT-BLA reporter, FRET fluorescence, antagonist mode;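 active = inhibition above the plate cutoff, the mean inhibition of test wells on that plate plus 3 SD, cut at about 28% in these data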;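 note: cells challenged with S1P at its EC80 of 0.8 µM; blue over green emission ratio from cleaved BLA substrate after 4 h stimulation; 0% = S1P-stimulated wells and 100% = unstimulated DMSO-only wells; some compounds past the cut are filed as inactive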
TNAP inh hi DEA = inhibitors of human TNAP at high phosphate acceptor concentration | P05186 | purified TNAP, CDP-star luminescence, 1 M DEA | inhibition, % at 20 µM | 0.03% of 200,000 active;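 active = over 50% inhibition of tissue-nonspecific alkaline phosphatase at 20 µM in the single-dose screen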;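 note: plate controls were DMSO wells for no effect and EDTA-quenched wells as full inhibition for full effect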
Target sequence (P05186 whole entry, looked up): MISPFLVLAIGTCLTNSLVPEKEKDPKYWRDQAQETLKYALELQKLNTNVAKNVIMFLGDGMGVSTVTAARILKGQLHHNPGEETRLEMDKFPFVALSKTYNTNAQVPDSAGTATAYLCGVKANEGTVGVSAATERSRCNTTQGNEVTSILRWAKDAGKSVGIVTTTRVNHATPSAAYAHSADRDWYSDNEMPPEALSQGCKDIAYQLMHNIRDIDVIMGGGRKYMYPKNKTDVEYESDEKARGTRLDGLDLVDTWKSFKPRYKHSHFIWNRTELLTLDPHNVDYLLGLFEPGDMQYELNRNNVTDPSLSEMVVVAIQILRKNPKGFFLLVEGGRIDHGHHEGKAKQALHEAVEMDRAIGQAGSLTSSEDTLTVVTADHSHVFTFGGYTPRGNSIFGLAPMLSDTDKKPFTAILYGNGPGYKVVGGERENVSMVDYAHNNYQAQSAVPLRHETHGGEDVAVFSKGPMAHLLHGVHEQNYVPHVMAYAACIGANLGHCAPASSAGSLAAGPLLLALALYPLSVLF
Redox H2O2 prof = compounds producing H2O2 with reducing agent – biochemical, NIH compound library profiling, artefact control for MLSCN library redox annotation, primary screen | DTT-dependent redox cycling H2O2, phenol red/HRP absorbance; 100% = 100 µM peroxide control, 0% = buffer | activation, % at 10 µM | 0.03% of 200,000 active;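 active = activation of at least 50% relative to the plate's high and low controls in the primary single-dose screen; inactive = activation below 50%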;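 note: compound incubated with DTT at 0.8 mM final as the reducing agent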
PMI act hi M6P = increases human PMI activity with near-saturating mannose 6-phosphate | coupled PMI enzyme assay, resazurin fluorescence, 20 min; active compounds read high; 1 = untreated enzyme, 0 = substrate-free blank | AID 1216 | activation factor at 20 µM | P34949 | 0.34% of 190,000 active;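 active = activation factor of 2 or more at 20 µM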
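test system = human PMI in coupled enzyme assay | medium = HEPES-buffered pH 7.4 with magnesium and detergent | also added = 1.0 mM mannose-6-phosphate substrate with 0.22 mM NADP+ | compound = 20 µM single dose | times = 20 min incubation at room temperature | measured by = resorufin fluorescence (Ex 544/Em 590 nm) from resazurin via diaphorase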
HMGR II inh = inhibitors of class II HMG-CoA reductase from Enterococcus faecalis. purified E. faecalis HMGR, NADPH absorbance 340 nm kinetic. inhibition, % at 10 µM. 0.41% of 190,000 active;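 active = inhibition above a set limit, the median over all tested compounds plus 3 SD, cut at about 9.5% in these data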;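 note: enzyme runs in reverse so mevalonate oxidation gives rising NADPH absorbance; 0% = complete reaction with DMSO and 100% = background rate lacking mevalonate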
RAM inhibit = inhibitors of the yeast RAM network; 1.8% of 190,000 active; inhibition, % at 50 µM; S. cerevisiae dse1pr::URA3 reporter, 5-FOA growth OD615, 2 d; analog-sensitive cbk1-as2 kinase mutant strain;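 active = inhibition above a set limit, 3 SD over mean compound inhibition, cut at about 8.4% in these data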;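 note: 0% = DMSO-only wells with no growth and 100% = 10 µM 1-NA-PP1 full growth; inhibition rescues growth on 5-FOA so higher OD means more RAM inhibition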
Lmaj promast = Leishmania major promastigote growth inhibition. Leishmania major promastigotes, resazurin fluorescence viability. inhibition, % at 10 µM. 9% of 200,000 active. AID 1063; in the data active = inhibition above about 50%;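 note: promastigotes grown with compound for 44 hours at 28 °C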
TNAP inh noacc = TNAP (human) inhibition, acceptor-free conditions. P05186. purified TNAP, CDP-star luminescence, 30 min. inhibition, % at 20 µM. 0.26% of 200,000 active. AID 1012;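 active = tissue-nonspecific alkaline phosphatase inhibition above about 50% at 20 µM in the single-dose screen, limit read from the data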;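 note: 0% = DMSO negative control and 100% = EDTA positive control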
* = called active by the depositor; / = not tested or not shown.

SMILES	Hsp70 act	PMI act	S1P3 antagonist	TNAP inh hi DEA	Redox H2O2 prof	PMI act hi M6P	HMGR II inh	RAM inhibit	Lmaj promast	TNAP inh noacc
O=C(CN1CCC(n2nnc3cc(F)ccc32)CC1)Nc1ccccc1N1CCOCC1	-0.2	1	-12	-5	-0.3	1	-3	1.5	36	-8
CC(=O)/C=C/c1ccccc1O	0.5	1.1	-20	4	-1.1	0.9	-7	0.9	39	-8
CCCCOCCCNC1=NCCCCC1	-0.1	1	-10	-2	2.1	0.9	-6	0.4	-5	-10
CCO[C@H]1OC(C(=O)N2CCOCC2)=C[C@@H](c2ccccc2)[C@@H]1CCCO	-0.3	0.9	-9	-1	-0.2	0.9	-1	-0.1	-3	-3
COc1ccc(/C=N/NC(=O)CSc2n[nH]c(=O)[nH]c2=O)cc1	-0.4	0.9	-7	-4	0.2	0.8	3	1.5	-2	-5
C=C(C)Cn1c(C)cc(C)c(S(=O)(=O)c2cccc(C)c2)c1=O	-0.5	0.9	15	-6	-1.9	0.9	-7	1.2	96*	-7
S=c1nc[nH]c2c1sc1nc(-c3ccccc3)c3c(c12)CCCC3	0.0	0.9	-16	1	0.5	0.9	-1	3.8	32	-9
Clc1ccc(-c2ncc3ccccn23)c(Cl)c1	0.1	/	3	-5	0.4	/	1	1.1	4	-7
COc1ccccc1NC(=O)c1cc(Cl)nnc1Cl	0.3	1.1	-8	-3	-3.2	1.1	-4	1.8	16	-5
O=C(CC(c1ccccc1)c1cc(Br)ccc1O)NCCN1CCOCC1 (stereo unspecified)	-0.4	0.9	-13	-4	0.3	0.9	-2	-0.8	2	-7
CN(CCN1CCc2ccccc2C1)Cc1nc(-c2ccc3c(c2)OCO3)no1	0.9	0.9	-1	-2	1.5	0.9	1	2.4	9	2
Cc1cccc(CCNS(=O)(=O)c2ccc3c(c2)oc(=O)n3C)c1	-0.1	1	-12	-6	0.2	1	-4	3.2	-2	2
COc1ccc(CN2CCc3cc(OC)c(OC)cc3C2)cc1O	-0.1	1	-1	-6	0.1	1	1	0.4	-10	-6
Nc1ccccc1N=c1ssnc1Cl	0.0	0.4	-5	-5	0.3	0.6	1	0.1	-1	-18
COc1ccc(NC(=S)Nc2ccc3nccnc3c2)cc1	0.1	0.2	-5	0	-0.1	0.3	1	0.5	5	-8
CS(=O)(=O)N1CCCC(C(=O)NCc2ccccn2)C1 (stereo unspecified)	-0.1	0.9	-3	-6	-0.2	0.9	-2	2.9	0	-12
O=C(Cc1ccsc1)N1CCc2c([nH]c3ccccc23)C1c1ccccn1 (stereo unspecified)	-0.2	0.9	13	-3	-1.0	0.8	0	0.7	13	-13
COC(=O)CCc1nc2cc(Cl)ccc2n(Cc2ccccc2)c1=O	0.0	1.1	1	-3	1.9	1	0	0.1	3	-8
CCCC(=O)Nc1ccc(C(=O)NNC(=S)NC(=O)c2ccc(Br)o2)cc1	0.0	1.1	2	-5	0.0	1.2	-3	1.4	-3	-147
COc1ccc(NC(=O)c2cccnc2Cl)c(S(=O)(=O)N2CCOCC2)c1	-0.3	1	/	-4	-0.6	0.6	-3	1.4	-4	-9
Cc1ccc(-c2nnn(CC(=O)N(c3ccccc3)C(C(=O)NC3CCCC3)c3ccco3)n2)o1 (stereo unspecified)	-0.2	1	-25	-3	2.3	1.1	-1	2.5	-5	-13
O=C(Nc1ccc(Cl)cc1)c1ccsn1	0.2	0.9	0	-4	-0.6	0.9	-1	0.7	-3	-10
O=C(Nc1ccccc1)N(C1=NCCCCS1)c1ccccc1	-0.2	0.9	-10	0	3.0	1	-2	0.9	31	-5
CCn1c(N)c(C(=O)NCC2CCCO2)sc1=S (stereo unspecified)	-0.2	0.3	-21	-3	2.1	0.7	3	1.2	-6	-18
CC(=O)N1c2ccccc2C(C)(c2ccccc2)CC1(C)C (stereo unspecified)	-0.2	0.9	/	0	-3.3	0.8	-6	-1.3	9	-4
CCCn1c(NC(=O)C23CC4CC(CC(O)(C4)C2)C3)nc2ccccc21	-0.3	1.1	-4	-4	0.0	1.2	3	2.3	-1	-18
COc1ccc(CNc2ccc(S(N)(=O)=O)cc2)c(OC)c1OC	-0.2	1	0	-9	0.8	1	5	-0.6	-3	-2
Cc1occc1C(=O)Nc1nnc(C(F)(F)F)s1	0.3	0.9	12	-4	-2.4	1	-2	0.6	-9	-7
COc1ccc(NC(=O)CSc2nc(NS(=O)(=O)c3ccccc3)cc(=O)[nH]2)cc1	-0.1	1	-19	-6	0.2	1.1	-3	0.5	6	-14
Cn1c(=O)c2cc(S(=O)(=O)NCCC(=O)Nc3ccccc3F)ccc2n(C)c1=O	0.0	1.1	-28	-2	0.3	1	2	0.4	5	1
Cc1ccc(CNC(=O)CC2Sc3ccccc3NC2=O)cc1 (stereo unspecified)	-0.2	1	-20	-5	-1.1	1.1	0	1.9	-7	-12
COc1ccccc1/C=N/n1c(N)c(S(=O)(=O)c2cccs2)c2nc3ccccc3nc21	0.6	0.9	/	-8	-0.8	0.9	-11	4.9	24	-5
CC(=O)Nc1ccc(S(=O)(=O)NCC(=O)OCC(=O)N2CCCc3ccccc32)cc1	-0.2	0.9	-4	4	-0.2	1	2	2.0	-7	-8
CCOC(=O)Cn1c(S(=O)(=O)Cc2ccc(Cl)cc2)nc(-c2ccccc2)c1-c1ccccc1	-0.2	0.9	/	-1	1.9	0.9	-5	6.8	-4	-4
O=C(COc1ccc2ccccc2c1Br)NNC(=O)Nc1ccccc1	-0.2	1.2	/	-5	-5.3	1.1	-4	4.8	-12	-2
CSCCC(=O)N1C(C)CCCC1C(=O)O (stereo unspecified)	0.0	0.9	/	-3	-8.1	0.9	-4	1.6	-4	-5
Cc1cc(C)c(S(=O)(=O)N2CCOCC2)cc1NS(=O)(=O)c1cc(OCC(N)=O)c(C)cc1Cl	-0.1	1	-14	-8	-1.2	1.1	-1	2.4	-1	1
O=C(Nc1cccc(F)c1)/C(=C\c1cccnc1)NC(=O)c1cccs1	-0.2	1	/	-6	-3.9	1	5	0.9	-1	-16
CC(C)(C=O)C1=CC(=O)c2ccccc2C1=O	-0.3	1.2	13	-2	0.2	0.9	-4	0.0	56*	-24
Cc1ccc(-n2nc(CN3CCOCC3)c(-c3ccccc3)c2N)cc1Cl	-0.1	0.9	2	4	0.3	1	-5	0.0	3	-6
O=C(O)CN1C(=O)/C(=C/c2ccsc2)SC1=S	-0.4	1	-7	-3	-0.5	1.1	-1	0.4	-5	-15
COc1ccc(NC(=O)c2cc(CN3C(=O)c4ccccc4C3=O)ccc2OC)cn1	-0.2	0.8	2	-3	1.7	0.7	0	-0.7	0	-8
O=C(CN1CCCCC1)Nc1ccc(NC(=O)c2ccccc2Cl)cc1Cl	-0.1	1.1	24	0	-0.4	1	-3	-0.7	-2	-1
COc1ccc(C(=O)NCC(=O)OCn2nnc3ccccc3c2=O)cc1OC	-0.2	1.1	-2	-2	0.0	1.1	0	0.8	7	-8
C/C(CC(=O)Nc1ccccc1-c1ccccc1)=N\NC(=O)COc1ccc(C)cc1Br	-0.2	0.9	/	-2	-0.4	0.9	-8	-1.0	-2	-4

The last 3 entries of the section before come first, to join the parts.
SMILES	Hsp70 act	PMI act	S1P3 antagonist	TNAP inh hi DEA	Redox H2O2 prof	PMI act hi M6P	HMGR II inh	RAM inhibit	Lmaj promast	TNAP inh noacc
O=C(CN1CCCCC1)Nc1ccc(NC(=O)c2ccccc2Cl)cc1Cl	-0.1	1.1	24	0	-0.4	1	-3	-0.7	-2	-1
COc1ccc(C(=O)NCC(=O)OCn2nnc3ccccc3c2=O)cc1OC	-0.2	1.1	-2	-2	0.0	1.1	0	0.8	7	-8
C/C(CC(=O)Nc1ccccc1-c1ccccc1)=N\NC(=O)COc1ccc(C)cc1Br	-0.2	0.9	/	-2	-0.4	0.9	-8	-1.0	-2	-4
C/C(=N\NC(=O)c1ccc(C)cc1C)c1ccc(-n2ccnc2)cc1	-0.2	0.9	0	-2	0.6	0.9	-2	0.5	79*	-10
Cc1ccc(OCCC(=O)OCC(=O)N2c3ccccc3CC2C)cc1 (stereo unspecified)	-0.3	0.9	-12	-4	-2.6	0.9	0	2.9	-9	-12
O=C(NCCC1=CCCCC1)C(c1ccccc1)c1ccccc1	-0.2	0.9	/	-6	1.2	1	0	1.6	23	-12
Cc1ccccc1Cn1cnc2ccccc21	-0.3	1	11	-3	-0.6	1	0	-0.2	6	-1
CCOc1ccc(C(C(=O)NC2CCCCC2)N(C(=O)Cc2cccs2)c2ccc(-n3cnnn3)c(OC)c2)cc1 (stereo unspecified)	-0.3	1	-14	-3	0.2	1.1	1	6.0	38	-23
O=C(O)/C=C\C(=O)Nc1cccc(C(=O)Nc2cccc(O)c2)c1	-0.1	1	-10	-2	-0.2	1	-4	0.7	-4	-4
CC(=O)c1cccc(NC(=O)CN(C2CCCCC2)S(C)(=O)=O)c1	0.2	1	10	-3	1.9	1	6	-0.5	0	-8
O=S(=O)(c1cccc2nsnc12)N1CCN(c2ccccc2F)CC1	0.2	0.9	1	-6	-0.7	0.9	-5	1.6	-9	-9
CCc1ccc([C@@H]2C[C@H]3CN(Cc4ccccc4OC)C(=O)[C@]34CCCN24)cc1	-0.2	0.9	-3	-3	-1.0	1	-2	0.3	16	-6
O=C(NCC1CCCO1)c1ccccc1 (stereo unspecified)	-0.1	0.9	/	-4	0.2	0.9	-8	0.3	-8	-6
CCCS(=O)(=O)NCCc1cc2cc(C)c(C)cc2[nH]c1=O	0.0	1	-6	-3	1.3	1	-1	2.5	4	-10
Fc1cccc(-c2nn[nH]n2)c1	-0.3	1.1	/	-3	0.4	1.1	-4	0.9	-9	-5
CC(C)CC(=O)/C(=C\c1ccc(Cl)cc1Cl)n1cncn1	-0.1	0.9	-16	-4	-0.7	0.9	-3	-1.3	100*	-8
Cc1cccc(Nc2nc(N)nc(CSC(=S)N3CCOCC3)n2)c1	-0.1	0.8	-10	2	0.2	0.9	3	1.6	5	-2
COC(=O)c1ccc(N2C(=O)CC(N(C)CCc3ccc(OC)c(OC)c3)C2=O)cc1 (stereo unspecified)	-0.3	0.9	-6	-3	1.8	1	3	0.4	-4	-5
N#CCc1nn2c3c(cnc2c1C#N)C(=O)CCC3	-0.4	1.1	2	1	0.0	0.6	-3	2.4	3	-7
S=c1[nH]nc(Cc2ccccc2)n1-c1ccc(Cl)cc1	-0.1	0.8	-14	-5	-0.7	0.9	-2	1.2	-3	-15
O=C(O)CC(C(=O)OC1CCCCC1)N1CCOCC1 (stereo unspecified)	-0.1	1	-47	-2	0.1	1	3	1.6	-1	-11
Cc1ccc(S(=O)(=O)N2CCCCC2)cc1NC(=O)CSc1nnc(N)s1	-0.3	1	-12	-2	-0.5	1	-9	0.2	4	-13

Source: PubChem BioAssay
